Source: PubChem
TRPC6 inhibitor – inhibitors of mouse TRPC6 channel | Q61143 | HEK293-TRPC6, membrane potential dye, ACh-evoked depolarization; hits give low values | B-score at 10 µM | hit rate 1.1% among 310,000 | AID 2553;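 active means B-score under library mean minus 3 SD, initial fluorescence not abnormally high, positive integrated signal ratio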;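 further: B-score derived from integrated fluorescence ratio over the kinetic read; more negative B-score means stronger inhibition of depolarization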
TRPC4 PAM – TRPC4 (mouse) allosteric potentiation | Q9QUQ5 | HEK293 TRPC4beta/mu-opioid, DAMGO EC20, Fluo-4 Ca2+ flux; hits give high values | B-score at 10 µM | hit rate 0.42% among 310,000;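 active means B-score of calcium response area above 5 SD of library B-scores, with initial fluorescence ratio within 5 SD of library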;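 further: B-score of integrated fluorescence ratio over time as area under calcium response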
MrgX1 PAM – human MrgX1 positive allosteric modulation, primary screen. Q96LB2. MrgX1-HEK293, Fluo-4 calcium flux, FDSS; hits give high values. B-score at 10 µM. hit rate 0.63% among 310,000. AID 588675;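 active means plate-corrected calcium response at least 3 library SD above typical, normal starting fluorescence, not activating the receptor alone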;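 further: compound read alongside a low EC10 to EC30 dose of BAM8-22 agonist; peak minus trough fluorescence over baseline measured at the second addition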
Target sequence (Q96LB2 whole entry, looked up): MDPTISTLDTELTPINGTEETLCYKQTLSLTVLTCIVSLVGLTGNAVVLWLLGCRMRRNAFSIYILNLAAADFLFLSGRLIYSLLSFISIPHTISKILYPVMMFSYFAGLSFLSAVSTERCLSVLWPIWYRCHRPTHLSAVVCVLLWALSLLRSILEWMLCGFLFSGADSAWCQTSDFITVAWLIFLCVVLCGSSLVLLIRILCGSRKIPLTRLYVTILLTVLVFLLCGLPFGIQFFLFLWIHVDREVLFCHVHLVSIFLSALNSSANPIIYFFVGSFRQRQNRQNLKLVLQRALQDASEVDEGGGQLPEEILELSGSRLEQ
MrgX1 antagonist – antagonists of human MrgX1 receptor; hit rate 1.3% among 310,000; B-score at 10 µM; Q96LB2; MRGX1-HEK293 calcium flux, Fluo-4, BAM8-22 antagonism; hits give low values;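 active means calcium-response B-score plate-corrected more than 3 library SD below zero, starting fluorescence within 5 deviations, no agonist response on first addition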;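 further: peak minus trough fluorescence over baseline after final BAM8-22 challenge near maximal dose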
SKKanGAS inh – blocks kanamycin growth of S. pyogenes SKKanGAS strain; inhibition, % at 7.5 µM; AID 1662; hit rate 1.3% among 300,000; BacTiter-Glo, 6 h;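 active means mean replicate score, as percent of positive control median, at least 50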;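 further: strain carries kanamycin resistance gene driven by streptokinase promoter and grows in 40 µg/ml kanamycin; loss of luminescence reflects streptokinase promoter inhibition or plain growth inhibition; 0% = median of DMSO wells and 100% = positive control at its reference dose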
TRPC4 block – TRPC4 (mouse) channel inhibition; AID 2247; HEK293 TRPC4beta/mu-opioid, DAMGO-evoked Fluo4 calcium flux; hits give low values; B-score at 10 µM; Q9QUQ5; hit rate 0.39% among 300,000;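 active means B-score over 3 SD under the library average, no early fluorescence shift, positive overall ratio signal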
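Assay system: HEK293 cells with stable TRPC4beta plus mu-opioid receptor expression; Probe or stimulus: DAMGO in two steps, submaximal then maximal; Dosing: single-point compound dosing; Measured by: Fluo4 calcium-dye fluorescence, kinetic read; Read-out basis: B score from integrated Fluo4 fluorescence ratio.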
MrgX1 ag – agonists of human MrgX1 receptor. MrgX1-HEK293 cells, Fluo-4 calcium fluorescence, agonist mode; hits give high values. B-score at 10 µM. hit rate 0.44% among 310,000. AID 588627;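 active means calcium response B-score plate-corrected fluorescence ratio at least 3 library SD, with starting fluorescence B-score inside 5 SD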
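Material: MrgX1-expressing HEK293 cells / Dosing: compound as first of three additions / Incubation: overnight seeding, then 1 h dark dye loading / Signal: Fluo-4 NW calcium fluorescence / Evaluation: B-scored fluorescence response ratio / Benchmarks: positive and negative control wells on each plate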
TMEM16A inh – blocks the mouse calcium-activated chloride channel TMEM16A; Q8BHY3; HEK293 TMEM16A/YFP iodide influx fluorescence, ionomycin; normalized B-score (activity score, 25-100; higher = stronger inhibition) at 10 µM; hit rate 1.2% among 310,000;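 active means ratio plate-corrected score three or more library SD toward inhibition, starting fluorescence score within five deviations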;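 further: score derived from kinetic fluorescence span divided by baseline fluorescence per well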
TRPC6 act – mouse TRPC6 channel activation. Q61143. HEK293-TRPC6 membrane potential dye fluorescence; hits give high values. B-score at 10 µM. hit rate 0.13% among 310,000. AID 2550;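 active means B-score of the integrated fluorescence ratio above library mean plus 3 SD, and starting fluorescence ratio within library mean plus 5 SD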;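 further: higher score means more depolarization so channel activation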
TMEM16A act – activates or potentiates the mouse TMEM16A chloride channel; Q8BHY3; HEK293 TMEM16A/YFP-H148Q/I152L, iodide quench fluorescence; hits give low values; B-score at 10 µM; hit rate 0.3% among 340,000;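 active means fluorescence-ratio B-score plate-corrected deviation score at least 3 library SD below zero, with starting fluorescence score within 5 deviations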;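 further: channel opened by trigger with iodide after compound preincubation; score built on the fluorescence ratio of max minus min over baseline; more negative score means more quench and so TMEM16A activation or potentiation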
TRPC4 act – opens the mouse TRPC4 cation channel | Q9QUQ5 | HEK293 TRPC4beta/mu-opioid, Fluo4 calcium fluorescence; hits give high values | B-score at 10 µM | hit rate 0.49% among 310,000 | AID 2237;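 active means B-score above 5 SD of library B-scores, and initial fluorescence ratio not above library mean plus 5 SD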;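 further: positive B-score marks a calcium rise read as TRPC4 activation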
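Assay system: HEK293 stable line with TRPC4beta plus mu-opioid receptor. Times: dye 45 min RT, read 110 s. Measured by: kinetic Fluo4 calcium fluorescence. Measure: B score of integrated ratio. Controls: assay buffer as low control, maximal DAMGO as high control.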
An asterisk follows results filed as active; i = inactive; . = not tested or not shown.

SMILES	TRPC6 inhibitor	TRPC4 PAM	MrgX1 PAM	MrgX1 antagonist	SKKanGAS inh	TRPC4 block	MrgX1 ag	TMEM16A inh	TRPC6 act	TMEM16A act	TRPC4 act
Cn1c(O)c(/C=N/N2CCOCC2)c(=O)n(-c2ccccc2)c1=S	i	i	i	i	-0.8	i	i	i	i	i	i
COc1ccc2nc(NC(=O)CCc3nc(C4=CCN(C)CC4)no3)sc2c1	i	i	i	i	2.2	i	i	i	i	i	i
N#CC(C#N)=C(N)c1cccnc1	i	i	i	i	-6.5	i	i	i	i	i	i
Cc1cccc(OP(=O)(Nc2ccc(F)cc2)Oc2cccc(C)c2)c1	i	i	i	i	30.7	i	i	i	i	i	i
CCCn1nc2ccccc2c1P(=O)(N1CCOCC1)N1CCOCC1	i	i	i	i	0.8	i	i	i	i	i	i
Cc1cccc(OP(N)(=O)Oc2cccc(C)c2)c1	i	i	i	i	-0.7	i	i	i	i	i	i
CCCN(CC1CC1)CC(O)c1ccccc1 (stereo not drawn)	i	i	i	i	4.4	i	i	i	i	i	i
O=C(c1ccc(C(F)(F)F)cc1)C1CCCN(Cc2ccc(CO)o2)C1 (stereo not drawn)	i	i	i	i	-4.7	i	i	i	i	i	i
O=C(COc1ccc2ccccc2c1)N1CCN(Cc2ccncc2)CC1	i	i	i	i	2.6	i	i	i	i	i	i
CC1=NCCc2c1[nH]c1ccccc21	i	i	i	i	13.7	i	i	i	i	i	i
Cc1cc(N)n(C2CCN(C)CC2)n1	i	i	i	i	3.6	i	i	i	i	i	i
Clc1ccc(N2CCN(Cc3ccccc3Cl)CC2)cc1	i	i	i	i	-1.3	i	i	i	i	i	i
CCCCN=Cc1c(O)n(-c2c(C)cc(C)cc2C)c(=O)[nH]c1=O	i	i	i	i	-0.3	i	i	i	i	i	i
COc1ccc(CNCCc2c(C)[nH]c3ccc(OC(F)(F)F)cc23)c(OC)c1	i	i	i	-4.7*	-1.1	i	i	i	i	i	i
CCCCCCN=C(C)c1c(O)n(Cc2ccccc2)c(=O)[nH]c1=O	i	i	i	i	6.7	i	i	i	i	i	i
CCOc1cc2c(cc1OCC)-n1cccc1C(c1cccc(F)c1)NC2 (stereo not drawn)	i	i	i	i	-3.0	i	i	i	i	i	i
Cc1nc2cc(C(=O)N3CCC4(CC3)OCCO4)ccc2n1-c1ccc(Br)cc1	.	.	i	i	0.2	.	i	i	.	i	.
Cn1c(O)c(/C=C2\N=c3ccccc3=C2CCNC(=S)NC2CC2)c(=O)n(C)c1=O	i	i	i	i	-7.0	i	i	i	i	i	i
Cc1ccc(N2C(=O)NC(=O)/C(=C\c3cccn3C(C)(C)C)C2=O)cc1	i	i	i	i	-10.5	i	i	i	i	i	i
O=C(Nc1nc(-c2ccccc2)c(-c2ccccc2)s1)c1ccc(S(=O)(=O)N(CCCl)CCCl)cc1	i	i	i	i	8.5	i	i	i	i	i	i
C=CCN1C(=O)NC(=O)/C(=C\c2ccc(-c3ccccc3[N+](=O)[O-])o2)C1=O	i	i	i	i	3.7	i	i	i	i	i	i
Cc1cc(OCC(=O)N2CCC(C(=O)O)(c3ccccc3)CC2)c2c(C)c(C)c(=O)oc2c1	i	i	i	i	7.3	i	i	i	i	i	i
COc1cc2c(cc1O)CC1c3c(cc(O)c(OC)c3-2)CCN1C (stereo not drawn)	i	i	i	i	6.1	i	i	i	i	i	i
O=C(c1ccccc1F)c1cn(CC(=O)N2CCCC2)c2ccccc12	i	i	i	i	0.8	i	i	i	i	i	i
Cc1cc(C(=O)N2CCC3(CC2)OCCO3)cs1	i	i	i	i	-2.6	i	i	i	i	i	i

Carrying on.
SMILES	TRPC6 inhibitor	TRPC4 PAM	MrgX1 PAM	MrgX1 antagonist	SKKanGAS inh	TRPC4 block	MrgX1 ag	TMEM16A inh	TRPC6 act	TMEM16A act	TRPC4 act
CCOc1ccc(C2C(C#N)=C(N)Oc3c2c(=O)oc2ccccc32)cc1 (stereo not drawn)	i	i	i	i	-2.2	i	i	i	i	i	i
N#CC1=C(N)Oc2cc(O)ccc2C1c1ccc2c(c1)OCO2 (stereo not drawn)	i	i	i	i	-8.6	i	i	i	i	i	i
CC/C(=N\N1CCCCCC1)c1c(O)n(-c2ccc(C)cc2)c(=O)[nH]c1=O	i	i	11.3*	i	-7.0	i	i	i	i	i	i
CCC(C)n1c(O)c(C=NC(C)c2ccccc2)c(=O)[nH]c1=S (stereo not drawn)	i	i	i	i	-7.6	i	i	i	i	i	i
CCCCCCC(C)(C)c1ccc([C@@H]2C[C@H](O)CC[C@H]2CCCO)c(O)c1	.	.	i	i	.	.	i	100*	.	i	.
Cc1ccc(S(=O)(=O)NC(Cc2cnc[nH]2)C(=O)O)cc1 (stereo not drawn)	i	i	i	i	-0.9	i	i	i	i	i	i
Cc1cc(C)n(CCOC(=O)C2C(C=C(Cl)Cl)C2(C)C)n1 (stereo not drawn)	i	i	i	i	7.5	i	i	i	i	i	i
Cc1ccc(CS(=O)(=O)CCC(=O)N2CCC3(CC2)OCCO3)cc1	i	i	i	i	-0.2	i	i	i	i	i	i
CSCc1nnc2n1-c1ccc(Cl)cc1C(c1ccccc1)=NC2	i	i	i	i	2.2	i	i	i	i	i	i
Cc1ccc(CC2C(=O)N(C)C(=O)N(C)C2=O)s1	i	i	i	i	-1.0	i	i	i	i	i	i
Cc1cccc(-n2c(/C=C/c3ccc([N+](=O)[O-])o3)nc3ccccc3c2=O)c1	i	i	i	i	20.5	i	i	i	i	i	i
COCCOC(=O)c1c(C)n(C)c2ccc(OC(=O)N(C)C)cc12	i	i	i	i	3.3	i	i	i	i	i	i
O=C1NC(=S)N(c2ccccc2)C(=O)/C1=C/c1ccco1	i	i	i	i	-4.3	i	i	i	i	i	i
Cc1ccc(N2C(=O)NC(=O)/C(=C\c3ccsc3)C2=O)cc1C	i	i	i	i	-0.1	i	i	i	i	.	i
O=c1[nH]c(=O)n(Cc2ccc(F)cc2)c(O)c1C=NCc1cccnc1	i	i	i	i	-3.3	i	i	i	i	i	i
CCNc1ccc(P(=S)(N(C)C)N(C)C)cc1	i	i	i	i	-3.6	i	i	i	i	i	i
CN1CCN(CCC(=O)OC2CC3CCC(C2)N3C)CC1 (stereo not drawn)	i	i	i	i	2.4	i	i	i	i	i	i
CC(CCc1ccccc1)NC(C)C(O)c1ccc(O)cc1 (stereo not drawn)	i	i	i	i	-4.9	i	i	i	i	i	i
C=CCn1c(O)c(C(C)=Nc2ccc(C(=O)OCC)cc2)c(=O)[nH]c1=O	i	i	i	i	28.5	i	i	i	i	i	i
OC(CN1CC=C(c2ccccc2)CC1)c1ccccc1 (stereo not drawn)	i	i	i	i	-4.1	i	i	i	i	i	i
CN(C)C(=O)Oc1ccc(Cl)c2ccccc12	i	i	i	i	-3.2	i	i	i	i	i	i
O=C1NC(=O)N(c2ccc3c(c2)OCO3)C(=O)/C1=C/c1ccc(N2CCCC2)o1	i	i	i	i	4.6	i	i	i	i	i	i
COc1ccccc1N1CCN(Cc2c(F)cccc2Cl)CC1	i	i	i	i	4.1	i	i	i	i	i	i
CC12CN3CC(C)(CN(C1)P3(=O)Oc1ccccc1)C2=O (stereo not drawn)	i	i	i	i	-0.6	i	i	i	i	i	i
CCc1ccc(CN2CCN(C(=O)Cc3ccccc3)CC2)cc1	i	i	i	i	-0.6	i	i	i	i	i	i

(more compounds)
SMILES	TRPC6 inhibitor	TRPC4 PAM	MrgX1 PAM	MrgX1 antagonist	SKKanGAS inh	TRPC4 block	MrgX1 ag	TMEM16A inh	TRPC6 act	TMEM16A act	TRPC4 act
C[N+]12CCC(CC1)C(C#N)(N1CCOCC1)C2 (stereo not drawn)	i	i	i	i	4.7	i	i	i	i	i	i
CCOC(=O)c1ccc(N2C(=O)CC(N3CCC(C#N)(c4ccccc4)CC3)C2=O)cc1 (stereo not drawn)	i	i	i	i	6.3	i	i	i	i	i	i
O=C(c1cccn2c(=O)c3ccccc3nc12)N1CCC2(CC1)OCCO2	i	i	i	i	0.3	i	i	i	i	i	i
COC(=O)C1=C(c2ccc(S(C)(=O)=O)cc2)C[C@@H]2CC[C@H]1N2C(=O)NC1CC1	i	i	i	i	-0.2	i	i	i	i	i	i
O=c1[nH]c(O)c(C=Nc2cc(F)cc(F)c2)c(=O)[nH]1	i	i	i	i	-1.4	i	i	i	i	i	i
COc1ccc(CC2c3cc(OC)c(OC)cc3CCN2C)cc1O (stereo not drawn)	i	i	i	i	10.9	i	i	i	i	i	i
O=c1[nH]c(O)c(Cc2ccc3c(c2)OCO3)c(=O)[nH]1	i	i	i	i	-14.7	i	i	i	i	i	i
O=C(c1ccc(F)cc1)C(Cc1ccccc1)N1CCCCC1 (stereo not drawn)	i	i	i	i	10.3	i	i	i	i	i	i
O=c1[nH]c(O)c(C=NC2CCCCC2)c(=O)[nH]1	i	i	i	i	-1.1	i	i	i	i	i	i
O=C(NC1(C(F)(F)F)Oc2ccc(Cl)cc2O1)N1CCC2(CC1)OCCO2 (stereo not drawn)	i	i	i	i	-2.5	i	i	i	i	i	i
O=P(NS(=O)(=O)c1ccc(Cl)cc1)(Oc1ccccc1)Oc1ccccc1	i	i	i	i	4.5	i	i	i	i	i	i
Cc1cc(OC(C)C(=O)NCc2ccncc2)c2c3c(c(=O)oc2c1)CCCC3 (stereo not drawn)	i	i	i	i	1.5	i	i	i	i	i	i
Cc1ccc(-n2c(O)c(/C=C/C=Nc3ccccc3)c(=O)[nH]c2=O)cc1	i	i	i	i	0.7	i	i	i	i	i	i
CC1CCCCN1Cc1ccc(Cl)nc1 (stereo not drawn)	i	i	i	i	1.4	i	i	i	i	i	i
CC(C)NC(C)C(=O)C12CC3CC(CC(C3)C1)C2 (stereo not drawn)	i	i	i	i	-2.0	i	i	i	i	i	i
CC(=O)NNC(=O)CN1C(=O)CN=C(c2ccccc2)c2cc(Br)ccc21	i	i	i	i	-0.9	i	i	i	i	i	i
Cc1cc(C)c2c(ccc3cccc[n+]32)c1	-7.62*	i	i	i	-6.4	i	i	i	i	i	i
CC1CN=C(Nc2ccc(F)c(Cl)c2)S1 (stereo not drawn)	i	i	i	i	-3.2	i	i	i	i	i	i

Only part of the results is shown, so the mix of outcomes need not match the whole.
